D1 agonist: agonists of human D1 dopamine receptor; 360,000 compounds, 1% hits; AID 504660; activation, % at 2 µM; P21728; HEK293 T-REx D1 cells, calcium flux, agonist mode; further: 0% is about no effect
Target sequence (P21728 whole entry, looked up): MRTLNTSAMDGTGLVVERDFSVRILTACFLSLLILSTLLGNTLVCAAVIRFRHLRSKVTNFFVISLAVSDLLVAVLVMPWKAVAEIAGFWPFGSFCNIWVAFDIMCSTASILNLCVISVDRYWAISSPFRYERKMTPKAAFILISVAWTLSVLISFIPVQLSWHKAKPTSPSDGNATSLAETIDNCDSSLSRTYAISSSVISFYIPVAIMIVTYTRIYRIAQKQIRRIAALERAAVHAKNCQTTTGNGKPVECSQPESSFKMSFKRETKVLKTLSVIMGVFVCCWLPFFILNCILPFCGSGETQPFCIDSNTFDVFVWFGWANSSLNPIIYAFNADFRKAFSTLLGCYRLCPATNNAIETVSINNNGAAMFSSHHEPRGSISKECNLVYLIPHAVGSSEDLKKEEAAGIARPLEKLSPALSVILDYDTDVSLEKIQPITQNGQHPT
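Inducible HEK293 T-REx D1 cells, force-coupled to calcium signalling, were plated at 4000 cells/well with tetracycline and held overnight at 30 C. After no-wash calcium dye loading, compound-evoked calcium rise over 180 s flagged agonists.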
D2 PAM: positive allosteric modulators of human D2 dopamine receptor | P14416 | HEK293 T-REx D2, calcium flux, EC20 dopamine potentiation | potentiation, % at 10 µM | 340,000 compounds, 0.34% hits;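 active means potentiation over 3 SD above the plate norm, cut at about 30% in these data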; further: 0% is about no effect
Target sequence (P14416 whole entry, looked up): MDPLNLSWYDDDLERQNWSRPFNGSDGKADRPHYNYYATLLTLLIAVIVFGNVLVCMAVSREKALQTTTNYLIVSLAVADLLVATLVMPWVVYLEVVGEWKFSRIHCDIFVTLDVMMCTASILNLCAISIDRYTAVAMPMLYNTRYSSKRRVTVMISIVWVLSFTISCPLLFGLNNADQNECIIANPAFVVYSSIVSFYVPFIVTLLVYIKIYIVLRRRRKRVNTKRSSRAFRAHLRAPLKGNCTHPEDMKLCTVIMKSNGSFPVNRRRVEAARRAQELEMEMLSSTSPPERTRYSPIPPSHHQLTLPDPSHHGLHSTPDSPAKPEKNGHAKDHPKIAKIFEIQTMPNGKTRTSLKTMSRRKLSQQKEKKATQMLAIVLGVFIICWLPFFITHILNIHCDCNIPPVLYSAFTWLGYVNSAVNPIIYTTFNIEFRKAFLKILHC
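Tetracycline-induced Hek293 Trex D2 cells, force-coupled to calcium, loaded with no-wash calcium dye. Compound added with 180 s kinetic read for agonism, then EC20 dopamine and a further 180 s read for potentiation.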
D2 agonist: D2 dopamine receptor (human) agonism. HEK293 T-REx D2 cells, calcium flux agonist mode. 340,000 compounds, 0.53% hits. activation, % at 2 µM. P14416. AID 485358;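 active means activation over 3 SD above normal in the single-dose calcium agonist read, cut at about 30% in these data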; further: 0% is about no effect
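Agonism scored from kinetic calcium signal (1 read/sec, 180 s) following compound pin transfer, after a 10 s baseline. Cells: HEK293 Trex line expressing inducible D2 receptor coupled to calcium, dye-loaded after overnight culture at 30 C.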
D1 potentiator: potentiators of human D1 dopamine receptor | potentiation, % at 10 µM | P21728 | 360,000 compounds, 0.036% hits | HEK293 TREx D1 cells, calcium flux, dopamine EC20 potentiation; in the data active means potentiation above about 30%; further: 0% is about no effect
RXFP1 antag: antagonists of human relaxin receptor RXFP1; HEK293-RXFP1, relaxin-stimulated cAMP HTRF, 30 min; stronger effect = lower value; activity change, negative = inhibition, % at 57.5 µM; 350,000 compounds, 0.59% hits; AID 1259400;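 active means activity change of -60% or lower, but not beyond a set lower limit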; further: on the % scale 0 is the no-effect control and ±100 the full control effect
TRHR PAM: allosterically enhances the human TRH receptor; TRHR cells, fluo-8 calcium fluorescence, EC20 TRH enhancement; 360,000 compounds, 0.66% hits; AID 493056; enhancement, % at 2 µM; in the data active means enhancement above about 30%; further: 0% is about no effect
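TRHR-expressing cells loaded with fluo-8 calcium dye were read kinetically (ex 480/em 530) during compound addition, then stimulated with an EC20 of TRH (10 nM final). Enhancement of the Gq-mediated intracellular calcium response was scored.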
D2 antagonist: antagonists of human D2 dopamine receptor; 340,000 compounds, 2% hits; P14416; HEK293 TREx D2 cells, calcium flux, dopamine EC80; inhibition, % at 10 µM; in the data active means inhibition above about 30%; further: 0% is about no effect
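HEK293 T-REx D2 cells, tet-induced, calcium dye no-wash. Cpd pintool add, 180 s kinetic, then EC80 DA, 180 s kinetic. Ca flux read.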
TRHR ag: agonists of human TRH receptor. P34981. TRHR cells, calcium flux fluo-8, FDSS agonist mode. activation, % at 2 µM. 360,000 compounds, 0.18% hits. AID 493084; further: 0% is about no effect
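In this calcium-flux screen, cells bearing human TRHR are dye-loaded with fluo-8, baselined for 10 cycles, then exposed to library compounds; positive kinetic calcium responses during the agonist phase mark hits, with TRH as control.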
D1 antagonist: antagonists of human D1 dopamine receptor; P21728; HEK293 TREx D1 cells, calcium flux, dopamine EC80; stronger effect = lower value; activity change, negative = inhibition, % at 10 µM; 360,000 compounds, 3.2% hits; AID 504652; in the data active means activity change below about -30%; further: on the % scale 0 is the no-effect control and ±100 the full control effect
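Calcium flux readout: force-coupled, inducible Hek293 Trex D1 line, cells induced overnight at 30 C with tetracycline, dye-loaded 30–90 min at RT. Antagonism scored against EC80 dopamine challenge given 180 s after compound.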
Starred values were filed as active, the others as inactive; nt = not tested or not shown. Unless noted, no stated cut-off is given here; in the data, active means activation above about 30%; inactive means the rest.

SMILES | D1 agonist | D2 PAM | D2 agonist | D1 potentiator | RXFP1 antag | TRHR PAM | D2 antagonist | TRHR ag | D1 antagonist
O=C(CN1CCOCC1)Nc1ccc(S(=O)(=O)N2CCCCCC2)cc1 | 3 | -5 | -0.3 | -4 | 35 | 20 | 9 | 0.2 | -3
Cc1ccc(-c2csc3ncn(CC#N)c(=O)c23)cc1C | 4 | 2 | 1.9 | -1 | -5 | 7 | 14 | -0.4 | -6
CCN1CCN(c2ncc(C(=O)Nc3c(F)cc(F)cc3Br)c3ccccc23)CC1 | 16 | nt | 0.6 | -8 | -4 | -2 | 5 | -1.9 | 4
O=S(=O)(Nc1ccc(F)cc1)N1CCCCCC1 | 0 | 9 | 0.7 | -5 | 2 | -8 | -16 | 0.0 | 18
COc1ccc(S(=O)(=O)N2N=C(c3ccc(NS(C)(=O)=O)cc3)CC2c2ccco2)cc1 (stereo not drawn) | 3 | 3 | -0.2 | -2 | -6 | -1 | 8 | 0.7 | 7
CCCCCC1CC(CC/C(C)=N/NC(N)=O)C(=O)O1 (stereo not drawn) | 2 | nt | nt | -7 | 20 | -5 | nt | -0.2 | 2
COc1ccc(C2SCCN2C(=S)Nc2ccc(F)cc2)cc1 (stereo not drawn) | 18 | -4 | 1.1 | -2 | -2 | -1 | 0 | 1.3 | -6
CN(C)C(=O)c1cc(C(=O)c2ccccc2Cl)c[nH]1 | 5 | nt | nt | 5 | -11 | -2 | nt | 0.1 | 1
CCOC(=O)N1CCN(C(=O)Cc2ccc(-n3c(=S)[nH]c4ccccc4c3=O)cc2)CC1 | 1 | nt | nt | -7 | nt | 8 | nt | 0.0 | -13
Cc1ccc(C(O)(C(=O)NN(C(=O)c2ccccc2)c2ccccc2)c2ccc(C)cc2)cc1 | 5 | 8 | 1.0 | -6 | 0 | 2 | 12 | 1.0 | -11
N#C/C(=C\c1c[nH]c2ccccc12)C(=O)Nc1ncc(Cc2ccc(Cl)cc2Cl)s1 | 35* | 10 | -1.8 | -6 | -21 | 21 | -15 | -0.9 | 5
O=C(O)CCCN=CC1=C(O)C(C(=O)c2ccccc2)CCC1=O (stereo not drawn) | 1 | 6 | 0.5 | -2 | 4 | 5 | 10 | 0.4 | 1

Quoted from the listing:
CCOC(=O)N1CCN(C(=O)Cc2ccc(-n3c(=S)[nH]c4ccccc4c3=O)cc2)CC1 in D1 antagonist = -13
Cc1ccc(C(O)(C(=O)NN(C(=O)c2ccccc2)c2ccccc2)c2ccc(C)cc2)cc1 in D2 antagonist = 12

(cont.)
SMILES | D1 agonist | D2 PAM | D2 agonist | D1 potentiator | RXFP1 antag | TRHR PAM | D2 antagonist | TRHR ag | D1 antagonist
CC1(C)Cc2c(sc(NC(=O)C(=O)N3CCOCC3)c2C(N)=O)CO1 | 1 | 4 | 1.2 | 1 | -10 | 3 | -4 | -0.6 | 4
O=C(CSc1nc2ccccc2o1)Nc1nc(-c2ccccc2)c(-c2ccccc2)s1 | 0 | 12 | 0.8 | -9 | 23 | -2 | -9 | 0.5 | -90*
COc1cccc(CSc2nc3sc(C)c(C)c3c(=O)n2Cc2ccco2)c1 | 7 | nt | nt | 0 | 4 | 3 | nt | 2.7 | 3
CC(=O)N1CCN(CCS(=O)(=O)c2ccc(Br)cc2)CC1 | 3 | 4 | -0.8 | nt | -3 | -2 | -7 | -0.1 | 6
CC1=CC2=NC(=O)CC(C)(C(=O)N(CC(=O)NC(C)(C)C)Cc3cccs3)N2C=C1 (stereo not drawn) | 4 | -5 | -0.2 | -4 | -23 | -6 | -10 | 0.3 | -14
CCOC(=O)C1=C(C)N=c2s/c(=C/c3ccc(OCC(=O)O)cc3)c(=O)n2C1c1ccc(OC)cc1OC (stereo not drawn) | 0 | 0 | -1.1 | 3 | 2 | -3 | -9 | 0.4 | -2
Cc1ccccc1NC(=O)c1ccc(Cl)c(NC(=O)c2cccnc2)c1 | 0 | -12 | 1.7 | -4 | nt | 1 | -7 | 0.3 | -20
CCOC(=O)Cc1c(C)nc2c(-c3ccc(Cl)cc3)c[nH]n2c1=O | 1 | -18 | -0.2 | 1 | nt | -1 | 5 | 0.0 | -1
O=[N+]([O-])c1cc(C(F)(F)F)ccc1NCCCN1CCOCC1 | 6 | -18 | -0.4 | -4 | 1 | -4 | 3 | 0.7 | -17
Cn1c(=O)c2c(nc(Sc3ncccn3)n2Cc2ccc(Cl)cc2)n(C)c1=O | 7 | 6 | -1.0 | nt | 10 | 2 | 2 | -0.2 | -17
COc1ccc(C(=O)n2nc(-c3ccc(OC)cc3)nc2N)cc1 | 3 | 12 | -0.2 | 2 | -6 | 3 | 0 | 0.4 | 0
COc1ccc(NC(=O)CSCC(=O)OCc2cccc(OC)c2OC)cc1 | 7 | 3 | -0.8 | -9 | 3 | 9 | -21 | 0.8 | -20
N/C(=N\O)c1ccc(N2CCN(c3ncccc3C(F)(F)F)CC2)nc1 | 5 | -2 | 1.2 | -4 | -8 | 1 | -11 | -0.9 | 1
COc1ccc(-c2c(C(=O)O)c(C(=O)O)c3n2CCC3)cc1 | 0 | 10 | 0.4 | -4 | -1 | -3 | -6 | 0.7 | -2
CCN(C(=O)CSc1nc2cc(S(=O)(=O)N(CC)CC)ccc2n1CC)C1CCS(=O)(=O)C1 (stereo not drawn) | 2 | 4 | 0.0 | -3 | 14 | -1 | -7 | -0.2 | -5
COCCCNC(=S)NNC(=O)c1ccc2c(c1)OCO2 | 1 | 8 | 0.1 | -2 | -12 | 13 | -24 | 0.3 | -5
CC(=O)c1cccc(NC(=O)CN2CCc3cc4c(cc3C2C)OCCCO4)c1 (stereo not drawn) | 3 | 11 | -0.1 | -7 | -1 | -1 | 13 | 0.3 | -22
CCOc1ccc(NC(=O)C(C)n2c(=O)cc(-c3ccccc3)c3c(C)nn(C)c32)cc1 (stereo not drawn) | 0 | 12 | 0.7 | -5 | 7 | -1 | nt | 0.5 | 2
CCN(C(=O)COC(=O)c1cc([N+](=O)[O-])ccc1N1CCOCC1)C1CCS(=O)(=O)C1 (stereo not drawn) | 1 | 5 | 0.1 | 0 | 0 | 9 | -25 | 0.3 | 10
COC(=O)c1ccc(/C=N/N2CCN(Cc3ccc(C)cc3C)CC2)cc1 | 4 | 1 | -0.2 | 2 | nt | -3 | -3 | 0.0 | 9
CC(C)(C)C1CCc2c(sc(NC(=O)Cn3nnc(-c4ccccc4F)n3)c2C#N)C1 (stereo not drawn) | -1 | 4 | -0.7 | -2 | -7 | 2 | nt | 2.6 | 0
COc1ccc(CCNC(=O)C(=O)NCC2CCCO2)cc1 (stereo not drawn) | 2 | nt | nt | -4 | -4 | -7 | nt | 1.8 | -4
C=CCOc1ccc(C2OC34CCCCC3C(C#N)(C#N)C2(C#N)C(=N)O4)cc1 (stereo not drawn) | 1 | nt | nt | -2 | -1 | -6 | nt | 1.6 | -1
COc1ccc(NC(=O)c2ccc(-c3ccccc3)cc2)cc1S(=O)(=O)N1CCOCC1 | 6 | -11 | 0.6 | -5 | -15 | -4 | -3 | 0.5 | -30*

Pulled one by one from above:
SMILES | D1 agonist | D2 PAM | D2 agonist | D1 potentiator | RXFP1 antag | TRHR PAM | D2 antagonist | TRHR ag | D1 antagonist
CC(C)(C)C1CCc2c(sc(NC(=O)Cn3nnc(-c4ccccc4F)n3)c2C#N)C1 (stereo not drawn) | -1 | 4 | -0.7 | -2 | -7 | 2 | nt | 2.6 | 0
COc1ccc(CCNC(=O)C(=O)NCC2CCCO2)cc1 (stereo not drawn) | 2 | nt | nt | -4 | -4 | -7 | nt | 1.8 | -4
N/C(=N\O)c1ccc(N2CCN(c3ncccc3C(F)(F)F)CC2)nc1 | 5 | -2 | 1.2 | -4 | -8 | 1 | -11 | -0.9 | 1

(more compounds)
SMILES | D1 agonist | D2 PAM | D2 agonist | D1 potentiator | RXFP1 antag | TRHR PAM | D2 antagonist | TRHR ag | D1 antagonist
CC(=O)c1ccc(Nc2ccc(-c3ccccc3F)nn2)cc1 | 2 | 2 | -0.5 | -3 | 4 | -4 | 13 | 0.5 | -7
CC(=O)C(Cc1ccccc1)NC(=O)CN1CCN(Cc2ccccc2)CC1 (stereo not drawn) | 2 | 1 | -3.8 | -4 | 2 | -4 | 6 | 0.4 | -12
COc1ccccc1C(c1nnnn1Cc1ccccc1)N1CCN(C2CCCC2)CC1 (stereo not drawn) | 4 | -11 | 0.8 | 3 | 0 | -3 | -24 | 1.0 | 15
CC(C)(C)c1[nH]nc2c1C(C1C=CCCC1)C(C#N)=C(N)O2 (stereo not drawn) | 2 | -5 | 0.5 | -1 | -7 | -5 | 1 | -0.6 | 9
Cc1ccc(-n2nnnc2SCC(=O)Nc2ccc(N3CCN(C)CC3)cc2)c(C)c1 | 13 | 6 | -0.1 | -7 | -12 | -3 | 18 | -0.5 | -60*
CCCOc1ccc(C(=O)NC(=S)NCc2cccnc2)cc1 | 0 | 8 | -1.0 | -2 | 22 | 5 | 12 | -0.1 | -5
CN1CCN(NC(=O)CN2C(=O)/C(=C/c3ccccc3Cl)SC2=S)CC1 | 2 | 2 | -0.5 | -5 | -3 | 0 | 1 | 0.5 | -2
CCOC(=O)c1c(C)[nH]c(CCC(=O)Nc2cc(C)cc(C)c2)c1C | 3 | -11 | 0.2 | -4 | -20 | -1 | nt | -1.0 | 0
CN1C(=O)c2ccc(C(=O)Nc3ccccc3O)cc2C1=O | 1 | 12 | 2.2 | -6 | 16 | -5 | -5 | 2.2 | 10
CC(C)(C)n1nnnc1C(c1cccnc1)N1CCN(c2cccc(C(F)(F)F)c2)CC1 (stereo not drawn) | 4 | nt | nt | 0 | 0 | -4 | nt | -0.6 | 15
COc1ccc(-c2nc(-c3ccc(Br)o3)no2)cc1 | 3 | -9 | -0.8 | -7 | nt | -9 | -12 | -0.1 | -17
COc1cccc(Nc2ncccc2C(=O)O)c1 | 5 | 2 | -0.6 | 3 | 7 | -7 | -16 | 0.0 | -4
C=C(C)c1cccc(C(C)(C)NC(=O)Nc2ccc(C)cn2)c1 | 30* | -1 | 0.3 | -3 | -23 | -8 | 1 | 1.9 | 14
Cn1cc(C(=O)N2CCCCC2)c(=O)c2cc(S(=O)(=O)N3CCCC3)ccc21 | -1 | -8 | -0.2 | 8 | 18 | -11 | 10 | -0.2 | -8
CCCOc1ncnc2c1sc1nc3c(cc12)COC(C)(C)C3 | 4 | 6 | 0.5 | -7 | 0 | -4 | -4 | 0.1 | -8

Complete entries, quoted from the list. Order of values: D1 agonist, D2 PAM, D2 agonist, D1 potentiator, RXFP1 antag, TRHR PAM, D2 antagonist, TRHR ag, D1 antagonist
Entry for Cn1cc(C(=O)N2CCCCC2)c(=O)c2cc(S(=O)(=O)N3CCCC3)ccc21 → -1, -8, -0.2, 8, 18, -11, 10, -0.2, -8
Entry for CCOC(=O)N1CCN(C(=O)Cc2ccc(-n3c(=S)[nH]c4ccccc4c3=O)cc2)CC1 → 1, nt, nt, -7, nt, 8, nt, 0.0, -13
Entry for O=[N+]([O-])c1cc(C(F)(F)F)ccc1NCCCN1CCOCC1 → 6, -18, -0.4, -4, 1, -4, 3, 0.7, -17
Entry for Cc1ccccc1NC(=O)c1ccc(Cl)c(NC(=O)c2cccnc2)c1 → 0, -12, 1.7, -4, nt, 1, -7, 0.3, -20
Entry for CCN(C(=O)COC(=O)c1cc([N+](=O)[O-])ccc1N1CCOCC1)C1CCS(=O)(=O)C1 (stereo not drawn) → 1, 5, 0.1, 0, 0, 9, -25, 0.3, 10

From PubChem BioAssay
